XiGFP reactiv: X-chromosome reactivation activator; AID 743238; hit rate 0.055% among 360,000; XiGFP mouse fibroblasts, % GFP-positive cells imaging, 3 d; cells co-treated with 5-aza-dC sensitizer; scaled so ellipticine positive control = 100%; activation, % at 7.58 µM;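 active = mean normalized replicate activation at least 10% and every replicate at or above 10%; inconclusive = only one of the two criteria met; inactive = mean below 10% and not all replicates reach 10%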;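 also: 0% = median of on-plate neutral control wells and 100% = ellipticine 6 µM median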
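System: 68-5-11 XiGFP fibroblast line; Timing: 3 days compound exposure; Compound dosing: one concentration, pinned; Benchmarks: positive control ellipticine, 6 µM final; Buffer or medium: DMEM containing 5-aza-dC.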
PAX8 inh HTS: inhibitors of PAX8 transcriptional activity in RMG-I cells. RMG-I TPO-luciferase reporter, SteadyGlo, 24 h. hit rate 1.2% among 360,000. inhibition, % at 12.6 µM;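 active = mean replicate inhibition at least 60% with every replicate also reaching 60%; inconclusive = only one of the two criteria is met; inactive = mean below 60% and not all replicates reaching 60%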;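 also: luciferase light reporting Pax8 driven TPO promoter activity; plate controls were median of neutral control wells for no effect and mitoxantrone controls for full effect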
EWS-Fli block: inhibitors of EWS/Fli oncoprotein transcriptional activity; A673 NR0B1-luciferase reporter, viability-normalised; inhibition, % at 12.6 µM; hit rate 0.67% among 350,000; AID 651661;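 active = mean inhibition of at least 50% after viability correction, with every replicate also passing that limit; inconclusive = mean reaches 50% but only one of two replicates passes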;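 also: firefly luciferase signal divided by Alamar Blue viability fluorescence both relative to DMSO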
GSIS activator: primary screen for activators of insulin secretion dependent on glucose, INS-1E cells, GLuc reporter luminescence; INS-1E GLuc reporter insulin secretion, 2-3 h; activation, % at 16.6 µM; hit rate 0.61% among 370,000;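 active = lowest replicate activation of at least 40%, so every replicate reaches that level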;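 also: 0% = median of neutral control wells and 100% = median of IBMX positive control wells; some compounds called inactive have numbers as strong as hits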
DENV2 CPE: protects cells from dengue virus 2 cytopathic effect; DENV2-infected cells, cytopathic effect rescue, plate reader; CPE inhibition, % at 9.99 µM; hit rate 1.7% among 350,000; in the data active = CPE inhibition above about 20%, passing the limit was not always enough; inconclusive = no clear call, values can overlap the other calls; tested in BHK-21 cells;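 also: 0% = median of neutral control wells and 100% = median of positive control wells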
ERp5 inh: ERp5 (human) disulfide isomerase inhibition; Q15084; hit rate 0.05% among 350,000; inhibition, % at 9.99 µM; ERp5 insulin aggregation, absorbance 650 nm, 90 min;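 active = mean replicate inhibition above about 25%, with every replicate also reaching it, limit read from the data, passing the limit was not always enough; inconclusive = only one of those two criteria met; inactive = neither criterion met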
Target sequence (Q15084 whole entry, looked up): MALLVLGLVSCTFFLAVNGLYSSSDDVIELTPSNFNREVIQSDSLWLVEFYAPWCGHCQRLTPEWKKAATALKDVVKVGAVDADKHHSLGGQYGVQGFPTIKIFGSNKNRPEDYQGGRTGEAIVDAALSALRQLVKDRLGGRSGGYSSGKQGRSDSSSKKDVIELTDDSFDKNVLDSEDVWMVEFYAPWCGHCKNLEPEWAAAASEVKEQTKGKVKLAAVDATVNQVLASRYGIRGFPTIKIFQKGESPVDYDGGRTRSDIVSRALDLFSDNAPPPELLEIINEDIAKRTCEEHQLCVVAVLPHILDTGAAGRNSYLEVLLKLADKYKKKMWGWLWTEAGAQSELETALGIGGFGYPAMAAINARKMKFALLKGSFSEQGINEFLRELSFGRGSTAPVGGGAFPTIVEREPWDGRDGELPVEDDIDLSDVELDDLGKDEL
ARNT TACC3 PPI: disruptors of human ARNT/TACC3 interaction; AlphaScreen His-ARNT PAS-B/GST-TACC3 binding, luminescence; TACC3 fragment carries E629A point mutation; inhibition, % at 9.99 µM; hit rate 0.66% among 390,000; AID 623870;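 active = mean inhibition of replicates at least 50% and at least half of replicates each reaching 50%; inconclusive = half or more replicates reach 50% but mean below 50%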;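 also: 0% = complete ARNT plus TACC3 wells and 100% = ARNT alone without TACC3; many hits fall short of the cut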
CFTR F508del cor: correctors of CFTR F508del function in bronchial epithelial cells | CFBE cells, YFP halide quenching; stimulated with forskolin plus potentiator P3; % fluorescence drop versus neutral controls | activity (quench increase), % at 7.58 µM | hit rate 0.36% among 350,000;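 active = mean added fluorescence quench of at least 8% versus neutral control, with both replicates also reaching 8%; inconclusive = only one of the mean or replicate conditions met; inactive = mean below 8% and not both replicates reaching 8%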;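 also: cells transiently co-express mutant CFTR-F508del with the halide-sensitive YFP; corrector assay measuring rescue of mutant channel to the surface after 24 h compound exposure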
An asterisk follows results filed as active; ? = inconclusive; . = not tested or not shown.

canonical_smiles	XiGFP reactiv	PAX8 inh HTS	EWS-Fli block	GSIS activator	DENV2 CPE	ERp5 inh	ARNT TACC3 PPI	CFTR F508del cor
COc1cc(OC)c(N(C)S(=O)(=O)c2cccc(C(=O)NC(C)C3CC4CCC3C4)c2)cc1Cl (stereo not drawn)	-0.2	-13	8	-19	5	7	-6	-0.4
C[C@H]1CN([C@@H](C)CO)C(=O)c2cc(NC(=O)C3CCCCC3)ccc2O[C@@H]1CN(C)C(=O)Nc1cccc2ccccc12	-0.1	9	-6	5	4	0	-2	5.6
CC(=O)NCC1(c2ccccc2)CCN(CCCC(=O)c2ccc(F)cc2)CC1	-0.1	-7	-4	16	3	-7	.	-0.5
O=S(=O)(NCCO)c1cccc2cccnc12	0.0	5	3	13	?	-1	1	-1.6
CNC[C@H]1Oc2ccc(NS(=O)(=O)c3ccc(F)cc3)cc2CC(=O)N([C@H](C)CO)C[C@H]1C	-0.6	-12	.	3	6	0	-17	5.4
O=C(NCc1ccc(F)cc1F)[C@@H]1CCCN1C(=O)[C@@H]1CCCN1	0.5	80*	5	-3	2	5	.	0.5
CCC(C)(C)NC(=O)C(c1cccn1C)N(C(=O)Cn1nnc2ccccc21)c1ccc(NC(C)=O)cc1 (stereo not drawn)	0.0	8	5	4	?	3	0	-0.8
N/C(=N\c1nc2c(c(=O)[nH]1)CCC2)Nc1cccc(Cl)c1	-0.2	12	-1	22	.	.	12	.
CCn1c(CC(=O)Nc2ccc(OC)cc2)nnc1SCC(=O)N1CCOCC1	0.2	-4	1	1	6	-11	1	-0.1
Cc1ccc(Nc2c(-c3ccc(C)o3)nc3cnccn23)cc1	0.2	4	-15	.	-5	-4	-12	-1.1
Cc1cc(O)c(N)c(C)c1Cl	0.0	16	18	-1	-1	0	-4	.
C[C@H](CO)N1C[C@H](C)[C@H](CN(C)C(=O)Nc2ccc3c(c2)OCO3)Oc2ccc(NC(=O)Cc3ccccc3)cc2CC1=O	0.1	11	-6	-25	-1	-3	2	0.1
Cc1cc(C)c(S(=O)(=O)NCC(CCC(=O)O)C(F)(F)F)c(C)c1 (stereo not drawn)	0.1	-7	2	-7	-4	-1	-1	-0.8
C=CCC[C@H](CCCCC)OC(=O)/C=C/[C@H](O)[C@@H](O)C[C@H](O)CC=C	0.0	-15	7	-14	?	-1	.	-2.6
CC(C)[C@H](NC(=O)Nc1cccc(Br)c1)C(=O)O	0.2	1	-9	0	1	-3	.	3.4

The listing continues:
canonical_smiles	XiGFP reactiv	PAX8 inh HTS	EWS-Fli block	GSIS activator	DENV2 CPE	ERp5 inh	ARNT TACC3 PPI	CFTR F508del cor
CC(C)NC(=O)Nc1ccc2c(c1)CC(=O)N([C@H](C)CO)C[C@H](C)[C@@H](CN(C)Cc1ccc(C(F)(F)F)cc1)O2	0.1	11	4	-31	0	2	4	-2.3
COc1cc(S(=O)(=O)NCc2ccncc2)c(OC)cc1Br	0.0	3	.	12	28*	2	-2	-0.9
C=CCn1c(SCC(=O)Nc2cc(C)on2)nc2ccccc21	0.0	5	-12	15	3	5	.	-0.2
CCN(CC(=O)Nc1c(F)cccc1F)C(=O)CC1CCCCC1	0.5	8	2	3	3	-5	-2	-3.6
CCCCOc1ccc(C(=O)NCCOc2cccc(OC)c2)cc1	0.0	7	0	-39	53*	6	10	0.0
CCCC#Cc1ccc2c(c1)O[C@@H](CN(C)Cc1ccc3c(c1)OCO3)[C@@H](C)CN([C@H](C)CO)S2(=O)=O	-1.2	.	33	-31	1	-1	15	2.5
O=c1c2sc3ccccc3c2[nH]c(=S)n1CCN1CCOCC1	0.2	-26	-31	0	3	-6	0	2.8
CN(CCN1CCOCC1)C(=O)c1cc(COc2ccc(F)c(F)c2)on1	0.1	-38	-23	0	-5	-5	-5	2.1
CN1CCN(C(=O)C[C@H]2CC[C@H](NC(=O)c3ccc4c(c3)OCO4)[C@H](CO)O2)CC1	-0.1	-9	0	16	1	2	-1	-1.1
CC(C)c1ccc(CNC(=O)CCc2ccccc2)cc1	0.1	-4	0	3	.	-3	-7	-1.6
COC(=O)c1ccc(CN2CC(=O)N3[C@H](CO)[C@H](c4ccc(-c5cccnc5)cc4)[C@@H]3C2)cc1	1.4	.	-1	8	13	4	.	-2.1
Cc1nnsc1SCCNC(=O)Nc1ccc(Cl)cc1	0.3	-122	-63	-8	6	-1	-1	3.6
CCOC(=O)[C@@H]1[C@H]2COc3cc(OC)ccc3[C@H]2N2C(=O)N(c3cccc(F)c3)C(=O)[C@@]12C	0.0	6	-11	-7	-7	3	-1	-1.8
COc1cccc(CN2[C@H](CO)[C@H](c3ccccc3)C23CN(C(=O)C2CCCCC2)C3)c1	0.1	10	-6	-15	-5	1	.	0.9
CO[C@@H]1CN(C)C(=O)c2ccc(NC(=O)Nc3ccccc3)cc2OC[C@H](C)N(C(C)=O)C[C@H]1C	-0.1	6	-5	-15	-7	-1	4	.

Remaining list, next part:
canonical_smiles	XiGFP reactiv	PAX8 inh HTS	EWS-Fli block	GSIS activator	DENV2 CPE	ERp5 inh	ARNT TACC3 PPI	CFTR F508del cor
C[C@H]1CN([C@@H](C)CO)C(=O)c2cc(-c3cccnc3)cnc2O[C@H]1CN(C)C(=O)C1CCOCC1	-0.4	.	-18	11	13	1	-7	-0.7
C[C@H](CO)N1C[C@H](C)[C@H](CN(C)CC2CCCCC2)OCCCC[C@H](C)Oc2ccc(NC(=O)c3ccccc3)cc2C1=O	0.1	9	3	-4	-16	5	5	-1.7
CCCNC(=O)C[C@H]1CC[C@H]2[C@H](COc3ccc(NC(=O)Cc4cccs4)cc3C(=O)N2C)O1	0.3	12	-3	3	-10	.	6	-0.9
NC(=O)COC(=O)c1cccc(S(=O)(=O)N2CCN(c3ccc(F)cc3)CC2)c1	0.0	15	1	6	-1	0	-1	1.8
COc1ccc(N(C(=O)CNC(=O)c2ccco2)C(C(=O)NC2CCCC2)c2ccncc2)cc1 (stereo not drawn)	0.4	22	-3	6	-1	-2	.	-0.9
CC(=O)c1ccc(NC(=S)Nc2cccc3ccccc23)cc1	0.3	-14	-11	-3	1	11	6	0.9
C[C@@H]1CN([C@@H](C)CO)C(=O)Cc2cc(NC(=O)Cc3cn(C)c4ccccc34)ccc2O[C@@H]1CN(C)S(=O)(=O)c1ccc(Cl)cc1	-0.1	-11	15	-4	.	.	.	2.3
Cc1ccc(-n2c3c(c(O)c(-c4ccccc4)c2=O)C(=O)CC(C)(C)C3)cc1	0.0	21	.	-4	.	.	5	.
O=C(Nc1cccc2nsnc12)c1ccc(-c2ccc(Br)cc2)o1	0.1	0	.	60	.	.	6	.
Cc1cccc(-n2ncc3c2CCCC3NC(=O)Cc2c(C)noc2C)c1C (stereo not drawn)	0.0	-13	.	-12	-2	-1	-4	-3.7
Cn1c2c(c(=O)[nH]c1=O)C(c1cccc(O)c1)C1=C(N2)c2ccccc2C1=O (stereo not drawn)	0.0	53	25	14	-6	-3	4	-1.5
Cc1ccc(NC(=O)CN(C)C(=O)C2CSC3(C)CCC(=O)N23)cc1 (stereo not drawn)	0.1	7	7	-5	-8	4	.	-0.2
O=C(CN1C(=O)NC2(CCc3ccccc32)C1=O)c1ccc(F)c(F)c1 (stereo not drawn)	0.1	-5	-6	1	0	4	-7	2.0
CC(NC(=O)COC(=O)c1cc(NS(=O)(=O)c2ccc(Cl)c([N+](=O)[O-])c2)ccc1O)C1CC2CCC1C2 (stereo not drawn)	0.0	9	.	-27	.	.	-4	.
C/C(=N\OCC(=O)Nc1ccccc1C(=O)O)c1cccs1	0.4	-28	-19	1	5	3	-3	-1.4

A run of entries of the results above, for reference:
canonical_smiles	XiGFP reactiv	PAX8 inh HTS	EWS-Fli block	GSIS activator	DENV2 CPE	ERp5 inh	ARNT TACC3 PPI	CFTR F508del cor
Cc1ccc(NC(=O)CN(C)C(=O)C2CSC3(C)CCC(=O)N23)cc1 (stereo not drawn)	0.1	7	7	-5	-8	4	.	-0.2
O=C(CN1C(=O)NC2(CCc3ccccc32)C1=O)c1ccc(F)c(F)c1 (stereo not drawn)	0.1	-5	-6	1	0	4	-7	2.0
CC(NC(=O)COC(=O)c1cc(NS(=O)(=O)c2ccc(Cl)c([N+](=O)[O-])c2)ccc1O)C1CC2CCC1C2 (stereo not drawn)	0.0	9	.	-27	.	.	-4	.
C/C(=N\OCC(=O)Nc1ccccc1C(=O)O)c1cccs1	0.4	-28	-19	1	5	3	-3	-1.4

(continued)
canonical_smiles	XiGFP reactiv	PAX8 inh HTS	EWS-Fli block	GSIS activator	DENV2 CPE	ERp5 inh	ARNT TACC3 PPI	CFTR F508del cor
COc1ccc(S(=O)(=O)N2CC=C(C(=O)Nc3ccc(NC(C)=O)cc3)CC2)cc1	0.1	1	-4	10	4	2	-14	-3.7
CCc1ccc(S(=O)(=O)N/N=C\c2ccc3c(c2)OCO3)cc1	0.3	4	-17	0	-7	5	4	-3.4
C/C(=N\NC(=O)C(N)=O)c1cccc(C(F)(F)F)c1	0.2	-2	-4	-12	17	-5	-7	2.4
C[C@@H]1CN([C@H](C)CO)C(=O)c2cc(-c3ccccc3F)cnc2O[C@H]1CN(C)C(=O)C1CCCCC1	-0.9	-1	2	-18	12	2	-4	-1.0
CN(CCO)CCOCCOc1cccc2ccccc12	0.0	9	1	18	-2	-4	4	2.9
CCCc1nc2ccccc2n1C(=S)SC	0.0	1	9	23	?	1	-2	-2.7
COC(=O)C(NC(=O)C(C)NC(=O)OCc1ccccc1)C(C)C (stereo not drawn)	0.0	-4	2	.	0	4	-5	0.3
NC(=O)c1ccccc1NC(=O)CCCc1ccccc1	-0.1	-1	-46	1	8	2	-12	1.7
O=C(NC(Cc1nn[nH]n1)C(=O)OCc1ccccc1)OCc1ccccc1 (stereo not drawn)	0.0	5	2	.	-4	-1	.	.
CCCNC(=O)Nc1ccc2c(c1)C(=O)N(C)C[C@@H](OC)[C@@H](C)CN(CCC)[C@H](C)CO2	0.1	15	2	14	2	-10	-3	-0.5
CCOc1c(C)cnc2c1c(=O)n(Cc1cccc(Cl)c1)c(=O)n2C	0.0	-21	10	-22	4	0	-19	0.5
C=CCN(Cc1ccco1)S(=O)(=O)c1ccc(Cl)cc1	-0.1	.	-1	.	19	-2	-1	2.2
Cc1nn(-c2ccccc2)c(C)c1C(=O)OCC(=O)N(C)C1CCS(=O)(=O)C1 (stereo not drawn)	0.1	-120	-62	-23	3	-2	.	.
O=c1o[nH]c(-c2ccccc2)c1N=Nc1c(F)cccc1Cl	0.3	-5	19	-19	-7	2	-7	1.3
Cc1cc2c(cc1S(=O)(=O)CCC(=O)N(C)Cc1ccccc1)OCC(=O)N2	0.3	7	-2	.	-1	2	-7	-0.2
Fc1ccc(/C=N/Nc2nnnn2-c2ccccc2)cc1	0.0	15	2	2	15	-4	2	-0.5

Structures above shown as hits in DENV2 CPE.
SMILES	GSIS activator	DENV2 CPE	ERp5 inh	ARNT TACC3 PPI	CFTR F508del cor
COc1cc(S(=O)(=O)NCc2ccncc2)c(OC)cc1Br	12	28*	2	-2	-0.9
CCCCOc1ccc(C(=O)NCCOc2cccc(OC)c2)cc1	-39	53*	6	10	0.0
